Source: PubChem BioAssay (several laboratories)
NTR1 ag: NTR1-driven beta-arrestin-GFP spot formation – imaging, U2OS cells, high content, primary screen (AID 493036) | P30989 | agonist mode | activation, % at 20 µM | 330,000 compounds, 0.17% hits;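 active = activation at or above 40% of the spot to cytoplasm intensity ratio, with at least 20 cells analyzed; inconclusive = wells under 20 cells, flagged as cytotoxic or low count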;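 note: 0% = DMSO without peptide and 100% = 100 nM NTR1 peptide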
Target sequence (P30989 whole entry, looked up): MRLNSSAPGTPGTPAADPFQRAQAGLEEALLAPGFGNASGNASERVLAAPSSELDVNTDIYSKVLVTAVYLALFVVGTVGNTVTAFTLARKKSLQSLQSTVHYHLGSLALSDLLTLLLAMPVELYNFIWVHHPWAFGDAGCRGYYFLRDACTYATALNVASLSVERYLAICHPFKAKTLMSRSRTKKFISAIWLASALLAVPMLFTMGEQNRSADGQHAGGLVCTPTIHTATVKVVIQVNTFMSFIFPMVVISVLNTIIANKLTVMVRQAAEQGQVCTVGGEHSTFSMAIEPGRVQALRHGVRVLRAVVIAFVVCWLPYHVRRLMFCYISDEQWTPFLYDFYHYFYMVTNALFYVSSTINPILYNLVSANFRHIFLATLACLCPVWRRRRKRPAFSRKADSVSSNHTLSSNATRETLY
West Nile virus CPE: West Nile virus antiviral activity, cell-based, CPE readout (AID 1621); West Nile virus-infected cells, CPE inhibition; higher % means a stronger effect; CPE inhibition, % at 10 µM, or IC50 in µM where a hit was titrated; 290,000 compounds, 0.02% hits; in the data active = a potency from the dose series; inconclusive = CPE inhibition mostly from about 3.7% at the one dose, without a potency; inactive = the rest, 99 in 100 with CPE inhibition below about 2.2%; note: strong numbers were not always called active
SV40 large T antigen: SV40 large T antigen inhibitors, biochemical (AID 1903). SV40 large T antigen ATPase/helicase inhibition assay; higher % means a stronger effect. inhibition, % at 20 µM, or IC50 in µM where a hit was titrated. 310,000 compounds, 0.39% hits; in the data active = a potency from the dose series; inconclusive = inhibition mostly from about 32% at the one dose, without a potency; inactive = the rest, 99 in 100 with inhibition below about 32%; note: strong numbers were not always called active
AID2073: inhibitors of Mint1-CaV2.2 protein interaction, biochemical, HTRF (AID 2073); HTRF protein-protein interaction, Mint1-CaV2.2; higher % means a stronger effect; inhibition, % at 20 µM; hits with a dose series show IC50 in µM; 290,000 compounds, 0.19% hits; in the data active = inhibition mostly above about 51%, no sharp cut-off; inconclusive = no clear call, values can overlap the other calls; inactive = mostly below about 53%; note: some results filed as inactive read as strong as hits
Dengue-2 NS5 capping: flavivirus cap methylation enzyme inhibition – biochemical, confirmation dose response, primary screen (AID 588689) | Dengue-2 NS5 methyltransferase capping enzyme assay, biochemical; higher % means a stronger effect | 340,000 compounds, 0.3% hits | inhibition, % at 25 µM, or IC50 in µM where a hit was titrated; in the data active = a potency from the dose series; inconclusive = inhibition above about 29% without an active follow-up result
RSV antiviral HEp-2: RSV antiviral activity via CPE protection, HEp-2 cells, primary 10 µM value included (AID 2391); one-dose CPE inhibition, % at 10 µM; IC50 in µM for titrated hits; HEp-2 cells, RSV-induced CPE inhibition; higher % means a stronger effect; 310,000 compounds, 0.13% hits; in the data active = a potency from the dose series; inconclusive = CPE inhibition mostly from about 23% at the one dose, without a potency; inactive = the rest, 99 in 100 with CPE inhibition below about 21%; note: strong numbers were not always called active
Rac1 GTP hydrolysis: MgcRacGAP GTPase-activating activity inhibitors, confirmation, biochemical, ADP Hunter fluorescence. MgcRacGAP-stimulated Rac1 GTP hydrolysis, ADP Hunter fluorescence; higher % means a stronger effect; GST-tagged Rac1 F28L mutant substrate. one-dose inhibition, % at 30 µM; IC50 in µM for titrated hits. 340,000 compounds, 0.6% hits;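 active = first-screen hits whose inhibition reached a set limit at any dose in the follow-up dose series; inconclusive = inhibition above the set first-screen limit but never retested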;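 note: fluorescence reports GDP produced by GAP-driven GTP hydrolysis; strong numbers were not always called active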
SIAH1 antagonists: blockers of Siah-1 interaction with plectin peptide – biochemical, fluorescence polarization, rhodamine-plectin, uHTS, primary screen (AID 1817); Siah-1 / rhodamine-plectin peptide fluorescence polarization; higher % means a stronger effect; one-dose displacement, % at 20 µM; IC50 in µM for titrated hits; 290,000 compounds, 0.02% hits;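 active = displacement of at least 50% at 20 µM, with a fluorescence ratio check between 0.3 and a set limit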;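 note: plate controls were Siah plus tracer with DMSO for no effect and tracer alone without Siah for full effect; strong numbers were not always called active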
UTI89 phage lysis: protection from phage-mediated lysis, alamar blue read-out – E. coli UTI89, K1F phage, bacterial capsule biogenesis inhibitors (AID 488966). E. coli UTI89 K1F phage lysis, alamar blue, 2 h; higher % means a stronger effect. inhibition, % at 100 µM, or IC50 in µM where a hit was titrated. 340,000 compounds, 0.02% hits;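 active = phage lysis inhibition, versus mean bacterial control, above a set limit; inconclusive = no clear call, values can overlap the other calls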;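 note: capsule biogenesis inhibitors block K1F phage lysis so surviving cells raise fluorescence; higher fluorescence means more inhibition of phage lysis; actives were called in the ten point dose series up to 300 µM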
NTR1 ag cell count 20 µM: further read-out of NTR1 ag, marked with its call; cell count; measured here: cell count, cytotoxicity flag
An asterisk follows results filed as active; [ ] = dose if it differs, or a comment.

For Cn1c(C(=O)N2CCC(C(=O)N3CCOCC3)CC2)cc2sccc21 the results were NTR1 ag 0.9, West Nile virus CPE -0.1%, SV40 large T antigen 8%, AID2073 36%, Dengue-2 NS5 capping 0%, RSV antiviral HEp-2 2.9%, Rac1 GTP hydrolysis 8%, SIAH1 antagonists -2%, UTI89 phage lysis -1.8% and NTR1 ag cell count 20 µM 56.
Screening Cc1cccc(NC(=S)NCc2cccn2C)c1 returned NTR1 ag 2.8, West Nile virus CPE 0.1%, SV40 large T antigen 8%, AID2073 16%, Dengue-2 NS5 capping -15%, RSV antiviral HEp-2 -0.4%, Rac1 GTP hydrolysis 10%, SIAH1 antagonists -4%, UTI89 phage lysis 5.2% and NTR1 ag cell count 20 µM 47.
For Cc1ccc(C(=O)Nn2cnnc2)cc1[N+](=O)[O-] the results were NTR1 ag 0.7, West Nile virus CPE -0.4%, Dengue-2 NS5 capping -5%, RSV antiviral HEp-2 -0.9%, Rac1 GTP hydrolysis 3%, UTI89 phage lysis -0.1% and NTR1 ag cell count 20 µM 40.
COc1ccccc1NC(=O)C(=O)NCC(c1ccco1)N1CCc2ccccc21 (stereo not drawn) was read as NTR1 ag -0.5, SV40 large T antigen 5%, Dengue-2 NS5 capping -8%, RSV antiviral HEp-2 8.0%, Rac1 GTP hydrolysis 3%, UTI89 phage lysis 0.4%[50 µM] and NTR1 ag cell count 20 µM 53.
For O=C1CSC(=S)N1/N=C/c1cc(Br)c(O)c(Br)c1 the results were West Nile virus CPE -0.3%, SV40 large T antigen inconclusive, AID2073 13%, Dengue-2 NS5 capping inconclusive, RSV antiviral HEp-2 4.4%, Rac1 GTP hydrolysis inconclusive, SIAH1 antagonists -7% and UTI89 phage lysis -2.0%.
Cc1cccc2c(=O)cc(C)n(CC(N)=O)c12 was read as NTR1 ag 0.1, West Nile virus CPE 0.5%, SV40 large T antigen 6%, AID2073 8%, Dengue-2 NS5 capping 5%, RSV antiviral HEp-2 42%, Rac1 GTP hydrolysis 13%, SIAH1 antagonists -8%, UTI89 phage lysis 0.1% and NTR1 ag cell count 20 µM 48.
CCN1CCc2c(sc(NC(=O)Cc3ccccc3)c2C(=O)OC)C1 was read as NTR1 ag 3.1, West Nile virus CPE -0.5%, SV40 large T antigen 4%, AID2073 6%, Dengue-2 NS5 capping -1%, RSV antiviral HEp-2 0.7%, Rac1 GTP hydrolysis 10%, SIAH1 antagonists 25%, UTI89 phage lysis 5.9% and NTR1 ag cell count 20 µM 102.
Screening CC1CCCN(C(=O)COC(=O)c2ccc[nH]c2=O)C1 (stereo not drawn) returned NTR1 ag 0.7, West Nile virus CPE 0.4%, SV40 large T antigen 4%, AID2073 19%, Dengue-2 NS5 capping -5%, RSV antiviral HEp-2 1.0%, Rac1 GTP hydrolysis 2%, SIAH1 antagonists 2%, UTI89 phage lysis 12% and NTR1 ag cell count 20 µM 48.
Screening O=C(/C(=N/N=C/c1ccc(O)c(O)c1O)c1ccccc1)c1ccccc1 returned NTR1 ag 5.5, West Nile virus CPE -0.6%, SV40 large T antigen 11%, AID2073 66%*, Dengue-2 NS5 capping 50µM*, RSV antiviral HEp-2 0.8%, Rac1 GTP hydrolysis -5%, SIAH1 antagonists 50%, UTI89 phage lysis 2.3% and NTR1 ag cell count 20 µM 72.
Screening O=[N+]([O-])c1ccccc1SN(Cc1ccccc1)c1ccccn1 returned NTR1 ag 1.4, West Nile virus CPE 2.1%, SV40 large T antigen 15%, AID2073 -16%, Dengue-2 NS5 capping -2%, RSV antiviral HEp-2 1.8%, Rac1 GTP hydrolysis 10%, SIAH1 antagonists -1%, UTI89 phage lysis -0.1% and NTR1 ag cell count 20 µM 72.
`O=C1C(Cl)=C(NCCc2ccccc2)C(=O)N1CCc1ccccc1` gave NTR1 ag 0.0, West Nile virus CPE -0.6%, SV40 large T antigen 11%, AID2073 20%, Dengue-2 NS5 capping 2%, RSV antiviral HEp-2 0.0%, Rac1 GTP hydrolysis 14%, SIAH1 antagonists -1%, UTI89 phage lysis 0.2% and NTR1 ag cell count 20 µM 68.
For CCC1CCCCN1CCCNC(=O)c1cn(CC(C)C)c(=O)c2cc(OC)c(OC)cc12 (stereo not drawn) the results were NTR1 ag -2.9, West Nile virus CPE -0.9%, SV40 large T antigen 5%, AID2073 4%, Dengue-2 NS5 capping 1%, RSV antiviral HEp-2 -0.6%, Rac1 GTP hydrolysis 1%, SIAH1 antagonists -1%, UTI89 phage lysis 2.2% and NTR1 ag cell count 20 µM 87.
For CCC1(c2ccc(Cl)cc2)NC(=S)N(c2ccccc2)N1 (stereo not drawn) the results were NTR1 ag 2.3, West Nile virus CPE -1.0%, SV40 large T antigen 23%, AID2073 -16%, Dengue-2 NS5 capping 13%, RSV antiviral HEp-2 13%, Rac1 GTP hydrolysis -5%, SIAH1 antagonists -3%, UTI89 phage lysis 0.5%[50 µM] and NTR1 ag cell count 20 µM 72.
Screening COc1ccccc1N1CCN(C(=O)c2ccncc2)CC1 returned NTR1 ag -0.2, West Nile virus CPE 0.1%, SV40 large T antigen -4%, AID2073 -3%, Dengue-2 NS5 capping -1%, RSV antiviral HEp-2 -1.0%, Rac1 GTP hydrolysis -1%, SIAH1 antagonists 2%, UTI89 phage lysis 2.0% and NTR1 ag cell count 20 µM 52.
`Cc1cc(C)cc(C(=O)NCC(=O)OCC(=O)Nc2ccc(C)cc2Br)c1` gave NTR1 ag -0.5, West Nile virus CPE 0.0%, SV40 large T antigen 21%, AID2073 -10%, Dengue-2 NS5 capping -8%, RSV antiviral HEp-2 1.6%, Rac1 GTP hydrolysis 5%, SIAH1 antagonists -9%, UTI89 phage lysis 0.0% and NTR1 ag cell count 20 µM 61.
Cn1c(=O)[nH]c(=O)c2c1nc(N1CCN(c3cccc(Cl)c3)CC1)n2CCCc1ccccc1 was read as West Nile virus CPE -0.7%, SV40 large T antigen 28%, AID2073 0% and SIAH1 antagonists 11%.
CC(C)OC(=O)c1c(NC(=O)c2cnn3c2NC(c2ccccc2)CC3C(F)(F)F)sc2c1CCCC2 (stereo not drawn) was read as NTR1 ag 0.4, West Nile virus CPE 0.1%, SV40 large T antigen 6%, AID2073 18%, Dengue-2 NS5 capping 2%, RSV antiviral HEp-2 0.9%, Rac1 GTP hydrolysis 10%, SIAH1 antagonists -4%, UTI89 phage lysis 0.3% and NTR1 ag cell count 20 µM 50.
CC(C)N(Cc1ccccc1)C(=O)COC(=O)c1ccccc1SCC(=O)N1CCCC1 was read as NTR1 ag 0.8, SV40 large T antigen 16%, Dengue-2 NS5 capping -5%, RSV antiviral HEp-2 -1.9%, Rac1 GTP hydrolysis 6%, UTI89 phage lysis 0.1%[50 µM] and NTR1 ag cell count 20 µM 64.
Screening COc1ccc(/C=C/C(=O)O/N=C(\N)c2ccccc2)cc1OC returned NTR1 ag 2.6, West Nile virus CPE -0.7%, SV40 large T antigen 12%, AID2073 7%, Dengue-2 NS5 capping -3%, RSV antiviral HEp-2 1.6%, Rac1 GTP hydrolysis 5%, SIAH1 antagonists 9%, UTI89 phage lysis 0.9%[50 µM] and NTR1 ag cell count 20 µM 51.
`O=C(c1ccco1)N1CCN(C(=O)c2cc(-c3ccc(F)cc3)no2)CC1` gave NTR1 ag 0.9, West Nile virus CPE -0.1%, SV40 large T antigen 8%, AID2073 7%, Dengue-2 NS5 capping 4%, RSV antiviral HEp-2 2.4%, Rac1 GTP hydrolysis 12%, SIAH1 antagonists 17%, UTI89 phage lysis 0.2% and NTR1 ag cell count 20 µM 49.
`CCn1nnc2cc(C(=O)O)ccc21` gave NTR1 ag 1.1, West Nile virus CPE -0.3%, SV40 large T antigen 5%, AID2073 24%, Dengue-2 NS5 capping -6%, RSV antiviral HEp-2 1.9%, Rac1 GTP hydrolysis 18%, SIAH1 antagonists 7%, UTI89 phage lysis 0.1% and NTR1 ag cell count 20 µM 58.
`CC(=O)c1cccc(NC(=O)C2CC(=O)N(Cc3ccccc3)C2)c1` (stereo not drawn) gave NTR1 ag -0.4, West Nile virus CPE 0.1%, SV40 large T antigen 9%, AID2073 2%, Dengue-2 NS5 capping 1%, RSV antiviral HEp-2 0.8%, Rac1 GTP hydrolysis -1%, SIAH1 antagonists 2%, UTI89 phage lysis 2.4% and NTR1 ag cell count 20 µM 77.
COC(=O)c1cc(NC(=O)CN2C(=O)C(=O)N(C3CCCC3)C2=O)cc(C(=O)OC)c1 was read as NTR1 ag -2.3, Dengue-2 NS5 capping -12%, RSV antiviral HEp-2 0.9%, Rac1 GTP hydrolysis 11%, UTI89 phage lysis 0.5%[50 µM] and NTR1 ag cell count 20 µM 46.
For COc1cccc(-c2c(C#N)c(SC)nc3cc(C)nn23)c1 the results were NTR1 ag 4.6, West Nile virus CPE 0.0%, SV40 large T antigen 4%, AID2073 12%, Dengue-2 NS5 capping 2%, RSV antiviral HEp-2 1.0%, Rac1 GTP hydrolysis 7%, SIAH1 antagonists 12%, UTI89 phage lysis 1.0% and NTR1 ag cell count 20 µM 58.
Screening CCCCCCCCNCCS(=O)(=O)NN1CCOCC1 returned NTR1 ag 3.0, Dengue-2 NS5 capping -16%, Rac1 GTP hydrolysis 23%, UTI89 phage lysis 0.3% and NTR1 ag cell count 20 µM 46.
`CCOCCCn1c(=S)[nH]c2cc(C(=O)N3CCN(C4CCCCC4)CC3)ccc2c1=O` gave NTR1 ag 0.2, West Nile virus CPE -0.2%, SV40 large T antigen 14%, AID2073 -26%, Dengue-2 NS5 capping -9%, RSV antiviral HEp-2 -1.2%, Rac1 GTP hydrolysis 0%, SIAH1 antagonists -1%, UTI89 phage lysis 0.0% and NTR1 ag cell count 20 µM 59.
For Clc1ccc2c(NNc3ccccc3Cl)ccnc2c1 the results were NTR1 ag 3.7, West Nile virus CPE -1.0%, SV40 large T antigen -5%, AID2073 -4%, Dengue-2 NS5 capping -4%, RSV antiviral HEp-2 13%, Rac1 GTP hydrolysis 7%, SIAH1 antagonists 9%, UTI89 phage lysis 0.8% and NTR1 ag cell count 20 µM 81.
CCOC(=O)c1ccc(CC2S/C(=C(\C#N)C(C)=O)NC2=O)cc1 (stereo not drawn) was read as NTR1 ag 0.2, West Nile virus CPE 0.7%, SV40 large T antigen 8%, AID2073 -1%, Dengue-2 NS5 capping 0%, RSV antiviral HEp-2 1.9%, Rac1 GTP hydrolysis 11%, SIAH1 antagonists -1%, UTI89 phage lysis -0.2% and NTR1 ag cell count 20 µM 56.
